NCI-60 one-dose screen, 48 h, at 10 µM unless noted. Numbers give growth in % (100 = growth as untreated, 0 = no growth, -100 = all killed).
HL-60(TB): HL-60(TB) leukemia cells. 78,000 compounds, 9% hits. AID 1794776; active = growth percent below 10
* = called active by the depositor; & = joins results of further samples; [ ] = dose if it differs, or a comment. This is a subset, so the mix of outcomes need not match the whole.

SMILES	HL-60(TB)
COc1cc(OC)c(S(=O)(=O)NNC(=O)c2ccncc2)cc1C1=NN(C(N)=S)C(c2ccc(Cl)cc2)C1 (stereo not drawn)	104
NC(=O)Nc1ccc2ccccc2c1	108
O=C1NC(=S)S/C1=C\c1ccc(F)cc1	80
Cc1ccc(-c2cc(-c3cccnc3)[nH]c(=O)c2C#N)s1	100
CCOC(=O)C1C(=O)C(=O)N(Cc2ccccc2)C1C(=O)OCC (stereo not drawn)	142
C=C1C[C@H](O)[C@H](Br)C(C)(C)[C@@]12CCC(C)=C(Cl)C2	-8.6*
CCN(CC)CCOC(=O)c1ccc(NC(CO)CN(CC)CC)cc1 (stereo not drawn)	102
CN(C)CCC(=O)Nc1ccc(-n2cc(-c3cccc(NC(=S)Nc4cccc(-c5cn(-c6ccc(NC(=O)CCN(C)C)cc6)nn5)c4)c3)nn2)cc1	94
CC(=O)Nc1ccc(S(=O)(=O)c2ccc([N+](=O)[O-])cc2)cc1	82
Nc1ccc(C2=NN(C(=O)c3cc(-c4ccc(Cl)cc4)nc4ccccc34)C(c3ccc(Cl)cc3)C2)cc1 (stereo not drawn)	-4.6*
C=CCc1cc(C(=O)OCC)cc(OC)c1O	104
NC(N)=Nc1ccc(Oc2cccc(Oc3ccc(Cl)c(C(F)(F)F)c3)c2)cn1	-69*
CC(O)C(=O)OCCOc1ccccc1 (stereo not drawn)	97
O=C(O)c1ccc([N+](=O)[O-])cc1	104
Cc1cc(C)c([N+](=O)[O-])cc1[N+](=O)[O-]	96
O=C(O)c1cccc2c1C(=O)c1ccccc1-2	110
O=C(O)c1ccc(-c2nn(-c3ccc(C(=O)O)cc3)cc2CNc2ccc(F)c(F)c2)cc1	103
O=C(/C(=C/c1ccc(O)cc1)c1ccccc1)c1ccccc1	81
O=[N+]([O-])c1ccc(N2CCN=N2)cc1	84
Nc1nc(-c2c(Cl)cccc2Cl)nn1-c1nc2ccccc2s1	103
COCCOCC(=O)O	115
c1ccc(CSc2ncnc3nc[nH]c23)cc1	94&99
COc1cc(/C=N/Nc2ncnc3c2c(C)nn3C)cc(OC)c1OC	91
O=C(Cn1cc(CSc2nc3ccccc3o2)nn1)Nc1cccc(C(F)(F)F)c1	111
Nc1nc(-c2c[nH]c3ccccc23)cs1	103

Next section (two carried over from the part before).
SMILES	HL-60(TB)
O=C(Cn1cc(CSc2nc3ccccc3o2)nn1)Nc1cccc(C(F)(F)F)c1	111
Nc1nc(-c2c[nH]c3ccccc23)cs1	103
C=C(C)CNC(=O)OC(C)C	110
CC1=CC(=NN=c2cc(C)n([O-])c(C)c2)C=C(C)[N+]1=O	38
CC#CC(=O)N1CCC[C@H]1c1nc(-c2ccc(C(=O)Nc3ccccn3)cc2)c2c(N)nccn12	130
C=CCCCCCCCCC(=O)[O-].C=CCCCCCCCCC(=O)[O-].[Zn+2]	95
O=C1N[C@H]2CCCC[C@@H]2C(=O)N1OS(=O)(=O)c1ccccc1	251
O=c1cc(-c2ccccc2)oc2cc(OCc3cn(Cc4ccc(F)cc4)nn3)cc(O)c12	104[100 µM]
NS(=O)(=O)c1ccc(-n2ncc3c(Nc4ccc(Cl)cc4)ncnc32)cc1	64
O=C(NCCc1ccccc1)C(Cl)Cl	107
C[N+]1(C)CCCC(OC(=O)C(O)(c2ccccc2)c2ccccc2)C1 (stereo not drawn)	93
NS(=O)(=O)c1ccc(NC(=O)CSc2nc3ccccc3c(=O)n2Cc2ccccc2)cc1	102
COC1=CC(=O)C(OC)=C(O)C1=O	107
CCC(C)C1OC1(C)C1(O)C(C)=CC2CC(CO)=CCC2C1/C=C/C=C/C=C/C(=O)O (stereo not drawn)	99
COc1cccc(-c2nc3occn3c2-c2ccnc(NCCNS(=O)(=O)c3cccc4ccccc34)n2)c1	121
COc1ccc(C2CC(c3ccc(N)cc3)=NN2c2ccccc2)cc1 (stereo not drawn)	83
O=C(Nc1ccc(SC(F)(F)F)cc1)Nc1ccc(Cl)c(Cl)c1	63
N#Cc1c2c(nn(-c3cccc(Cl)c3)c1=O)C(O)=C([N+](=O)[O-])C(c1ccoc1)C2 (stereo not drawn)	103
COc1cc(NC(=O)c2cc(O)c(CC=C(C)C)c(O)c2)cc2c1O[C@]1(C)CC[C@@H](O)C(C)(C)[C@H]1C2	9.1*
O=c1ccc(N=Nc2ccc([N+](=O)[O-])cc2)ccc1O	10
COc1ccc(C(=O)/C=C/Nc2cc(-c3ccccc3)nn2-c2ccccc2)cc1	93
O=C(/C=C/c1cccc(Oc2ccc(Cl)cc2)c1)c1ccccc1	74
CC[N+](CC)(CCCOc1ccc(OCCC[N+](CC)(CC)Cc2ccc([N+](=O)[O-])cc2)cc1)Cc1ccc([N+](=O)[O-])cc1	90
COc1cc(/C=C/c2ccccc2)cc(OC)c1	96
COc1cc(/C=N\N=C(N)N)cc([N+](=O)[O-])c1O	103
Cc1cc(N)c2ccccc2[n+]1CCCCCCCCCC[n+]1c(C)cc(N)c2ccccc21	-69*
O=c1c2cnn(-c3ccccc3)c2n2c(-c3ccccc3)nnc2n1-c1ccccc1	96
Additional structures
SMILES	HL-60(TB)
O=[N+]([O-])c1cccc(-c2nnc(CSc3nnc(-c4cccc([N+](=O)[O-])c4)o3)o2)c1	100
O=C1/C(=C\c2cccc(Br)c2)Sc2ccc(Cl)cc21	105
Oc1ccccc1N=Cc1ccc(Br)cc1	102
c1ccc2c(c1)ccc1[nH]c3c(c12)CCCC3	52
OCCNc1nc(NCCO)nc(Nc2ccc(C3=NN(c4cc(Cl)cc(Cl)c4)C(c4ccc(Cl)cc4)C3)cc2)n1 (stereo not drawn)	14
O=C(O)c1cn(C2CC2)c2cc(N3CCN(C(=O)Nc4nc(-c5ccc(Cl)cc5)cs4)CC3)c(F)cc2c1=O	-26*
COc1ccc(OC)c(-c2c(C#N)c(-c3ccc(Cl)cc3)nc3c2c(-c2ccccc2)nn3-c2ccccc2)c1	99
O=C(c1ccc(O)c(Br)c1)c1cc(Br)ccc1O	93&77
COC(=O)c1ccccc1C(=O)c1c(C)cc(C)cc1C	85
O=C(O)c1ccccc1-c1ccccc1C(=O)NCCc1cc2ccccc2[nH]1	85
O=C(Nc1ccccc1)Oc1ccccc1Cl	97
CCCOc1ccc2c(c1)CC[C@@H]1[C@@H]2CC[C@@]2(C)[C@H]1CC[C@]2(C)O	79
COc1cc2nc(-c3ccc(Cl)cc3)cc(OCCCN3CCC(O)CC3)c2cc1OC	33
O=S(=O)(Oc1ccc(-c2cn3ccsc3n2)cc1)N1CCCCC1	109
COc1cc(Cc2cc(-c3ccc(Cl)cc3)n[nH]c2=O)ccc1O	94
O=c1c([N+](=O)[O-])cn(Cc2ccccc2)c(=O)n1Cc1ccccc1	103
COc1cc(/C=C\c2cc(OC)c(OC)c(OC)c2)cc(NC(=O)/C=C/c2cc(OC)c(OC)c(OC)c2)c1OC	-6.4*
COc1ccc(Cc2nnc(SCC(=O)c3ccc(Cl)cc3)n2-c2ccc(C)cc2)cc1	106
CCCSc1nnc(-c2c(C)nc3ccc(C)cn23)o1	85
CCOP(=O)(CC(=O)NC(C(N)=O)C(C)C)OCC (stereo not drawn)	91
Cc1ccc(Cc2ccccc2)cc1	100
CCOC(=O)OC(C)OC(=O)C1N2C(=O)C(NC(=O)[C@H](N)c3ccccc3)C2SC1(C)C (stereo partly drawn)	104
CCOC(=O)C(C(=O)OCC)c1cccc(Cl)c1	109
CCCCNC(=O)N1CC(C(=O)OC)CC1=O (stereo not drawn)	98
S=C1NC=C(n2nc(-c3ccccc3)nc2-c2ccccc2)C(c2ccc(Cl)cc2)N1 (stereo not drawn)	119
Further compounds
SMILES	HL-60(TB)
O=S(=O)(Nc1nccs1)c1ccccc1	122
COc1cccc(Cn2cc3c(c2-c2cc(OC)c(OC)c(OC)c2)CCCc2cnoc2-3)c1	98
Cn1c2c(c3ccc(Cl)c(Cl)c31)CCn1c-2nc2ccccc2c1=O	96
N#Cc1c(-c2ccc([N+](=O)[O-])cc2)cc(-c2ccc(NC(=O)CSc3nc4ccccc4c(=O)n3-c3ccccc3)cc2)nc1N	95
O=C1CCC(N2Cc3c(CCCCCNC(=O)c4ccc(Nc5ccnc(-c6cncc7ccccc67)n5)cc4)cccc3C2=O)C(=O)N1 (stereo not drawn)	106
O=CNc1cccc(Cl)c1	98
O=C(Nc1ccc(NC(=O)c2ccccc2)c2c1C(=O)c1ccccc1C2=O)c1ccccc1	189
OCC1(CCCc2ccccc2)CCCN(c2nccc3ccccc23)C1 (stereo not drawn)	23
O=C(Nc1nccs1)c1ccc(N=Cc2c(O)[nH]c3ccccc23)cc1	116
Fc1ccc2[nH]cc(SSc3c[nH]c4ccc(F)cc34)c2c1	-32*
CCCSc1ccc2nc(NC(=O)OC)[nH]c2c1	7.7*
O=C(CSC(=S)N1CCCCC1)Nc1ccc(Cl)cc1	69
C=C1CCC2C(C)(CO)C(O)CCC2(C)C1C/C=C1/C(=O)OCC1Oc1ccccc1C (stereo not drawn)	57
O=C1c2ccccc2CCc2ccccc21	90
N#Cc1c(-c2ccc(Cl)cc2)nc2c(c(-c3ccccc3)nn2-c2ccccc2)c1-c1ccc(O)cc1	33
COC(=O)c1ccc([N+](=O)[O-])c(C)c1	86
c1ccc(Oc2ccccn2)cc1	107
COc1ccc(C(=O)c2cc3ccccc3o2)cc1	95
O=C(C1=Cc2cc3ccccc3n2Cc2cnnn21)c1ccc(Br)cc1	76
CN1CCN(CCOC(=O)Nc2ccccc2)CC1	119
Cc1nc2ccccc2c(Cl)c1C	110
COC1=C[C@]23CCCN2CCc2cc4c(cc2[C@@H]3[C@@H]1OC(=O)C(C)(C)O)OCO4	73
O=C1CCC(c2nc3ccccc3c(=O)[nH]2)N1 (stereo not drawn)	101
Nc1ccc(S(=O)(=O)Nc2ccsc2-c2nc(-c3ccccc3)no2)cc1	35
COc1ccc(/C(=N\N=C(N)N)c2ccc(Cl)cc2)cc1OC	45

Rewritten in markdown: entries from further up
| compound | HL-60(TB) |
| --- | --- |
| O=C1c2ccccc2CCc2ccccc21 | 90 |
| N#Cc1c(-c2ccc(Cl)cc2)nc2c(c(-c3ccccc3)nn2-c2ccccc2)c1-c1ccc(O)cc1 | 33 |
| COC(=O)c1ccc([N+](=O)[O-])c(C)c1 | 86 |

By substructure, those above with fluorine (8)
SMILES	HL-60(TB)
O=C1NC(=S)S/C1=C\c1ccc(F)cc1	80
NC(N)=Nc1ccc(Oc2cccc(Oc3ccc(Cl)c(C(F)(F)F)c3)c2)cn1	-69*
O=C(O)c1ccc(-c2nn(-c3ccc(C(=O)O)cc3)cc2CNc2ccc(F)c(F)c2)cc1	103
O=C(Cn1cc(CSc2nc3ccccc3o2)nn1)Nc1cccc(C(F)(F)F)c1	111
O=c1cc(-c2ccccc2)oc2cc(OCc3cn(Cc4ccc(F)cc4)nn3)cc(O)c12	104[100 µM]
O=C(Nc1ccc(SC(F)(F)F)cc1)Nc1ccc(Cl)c(Cl)c1	63
O=C(O)c1cn(C2CC2)c2cc(N3CCN(C(=O)Nc4nc(-c5ccc(Cl)cc5)cs4)CC3)c(F)cc2c1=O	-26*
Fc1ccc2[nH]cc(SSc3c[nH]c4ccc(F)cc34)c2c1	-32*

Next part
SMILES	HL-60(TB)
COc1cc(-c2nnc(-c3c(-c4ccc(F)cc4)nc4ccccn34)o2)cc(OC)c1OC	102
CCOC(=O)N1CCN(CCCCOc2ccc(Cl)cc2)CC1	98
Cc1n(Cc2ccc3ccccc3c2)c(Cl)c(Cl)[n+]1Cc1ccc2ccccc2c1	-35*
CCCCSc1nc(N)nc2c1ncn2CC(C)CC (stereo not drawn)	84
Cc1ccc(-c2csc(C3=C(O)CN(CCCO)C3=N)n2)cc1	95
O=C(O)c1cn(C2CC2)c2cc(N3CCN(C(=O)/C=C/c4ccccc4)CC3)c(F)cc2c1=O	90
Cc1ccc2c(NCCCN(C)C)c3c(C)nn(C)c3nc2c1	32
O=C(Nc1ccc(I)cc1F)c1cc(-c2ccc(F)cc2F)ccc1O	-30*
COc1cc(-c2nn(-c3cccc(NC(=O)Nc4cc(C(F)(F)F)cc(C(F)(F)F)c4)c3)cc2-c2ccncc2)ccc1Cl	-20*
C/C(=C(\c1ccc(OCCCN(C)C)cc1)c1ccc(OC(=O)Cc2ccccc2)cc1)c1ccc(Cl)cc1	78
CCOC(=O)n1cc(-c2nonc2-c2cn(C(=O)OCC)c3ccc(Br)cc23)c2ccccc21	94
O=C1NCCO1	103
O=C(CCN1C(=O)CCC1=O)Nc1ncc(Cc2ccccc2)s1	100
CCCCCCCCCCCCCCCCCCCC(=O)NCCc1c[nH]c2ccc(OC(=O)CCCC(=O)OCCOOCCOOCCOOCCOOCCOOCCOOCCOOCCOOCCOOCCOOCCOOCCOC)cc12	-29*
Cc1nc(Cl)c2c(n1)N(C)c1ccc(O)cc1C(C)C2 (stereo not drawn)	88
CC[C@H](C)[C@H](NC(=O)[C@H]1CCCCN1C)C(=O)N(C)[C@H](C[C@@H](OC(C)=O)c1nc(C(=O)NC23CC(C(=O)OC)(C2)C3)cs1)C(C)C	-37*
CC(C)(C)c1cc(-n2c(-c3ccc(Cl)cc3)nc3cc(C(=O)Nc4ccc(Cl)cc4)ccc32)n[nH]1	51
COC(=O)/C(O)=C/c1nonc1-c1ccccc1	105
COc1ccc(C2C3=C(COC3=O)N(CCO)c3cc4c(cc32)OCCO4)cc1OC (stereo not drawn)	6.3*
Fc1ccc(CSc2nnc(-c3cccnc3)o2)cc1	99
O=c1[nH]c(Nc2cccc(Cl)c2)nc2nc(Nc3ccc(NC(=S)Nc4ccccc4)cc3)nc(-c3ccc(O)cc3O)c12	104
CCc1c(Nc2ccc(C)c(C)c2)[nH]c(N)nc1=S	96
C=CCN=C([Se])NC(=O)c1ccc2c(c1)OCO2	106
O=C(/C=C/c1cn(-c2ccccc2)nc1-c1ccccc1)CCC(=O)NO	98
COc1ccc(C2C(C#N)=C(N)Oc3n[nH]c(-c4cccs4)c32)cc1C(F)(F)F (stereo not drawn)	55
NC1=NC2(CCCC2)N=C(Nc2ccc(S(N)(=O)=O)cc2)N1	100
COc1cccc(-c2nc(-c3ccc(NC(=O)Oc4ccccc4)cc3)[nH]c2-c2ccnc(Br)c2)c1	81

4 entries from above, arranged by count of non-hydrogen atoms, high to low.
SMILES	HL-60(TB)
COc1ccc(C2C3=C(COC3=O)N(CCO)c3cc4c(cc32)OCCO4)cc1OC (stereo not drawn)	6.3*
O=C(Nc1ccc(I)cc1F)c1cc(-c2ccc(F)cc2F)ccc1O	-30*
CCc1c(Nc2ccc(C)c(C)c2)[nH]c(N)nc1=S	96
C=CCN=C([Se])NC(=O)c1ccc2c(c1)OCO2	106

Compound activity as filed in PubChem.
